MPTP inh: inhibitors of mitochondrial permeability transition pore; inhibition, % at 10 µM; isolated mouse mitochondria, Ca2+ swelling absorbance, 30 min; 1.4% of 360,000 active; AID 602449;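 active = inhibition of 50% or more, scaled per plate between neutral and stimulator controls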;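 note: 0% = DMSO wells given calcium and 100% = 1 mM EGTA wells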
TIM10 inh: inhibits growth of TIM10 yeast strain. S. cerevisiae TIM10 strain growth, BacTiter-Glo luminescence, 24 h. inhibition, % at 10 µM. 1.4% of 330,000 active. AID 463195;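 active = inhibition of 40% or more at the single tested concentration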;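 note: wild-type TIM10 isogenic control strain grown at permissive 25 °C; 0% = DMSO yeast wells and 100% = minimal medium wells without yeast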
tim10-1 inh: tim10-1 yeast growth inhibition | inhibition, % at 20 µM | 2.2% of 330,000 active | S. cerevisiae tim10-1 ts strain growth, BacTiter-Glo, 24 h;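 active = inhibition of at least 40%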;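 note: mutant grown at 25 °C; 0% = DMSO wells with yeast and 100% = wells holding no yeast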
NR3A LBD binder: modulators (binders) of human NR3A ligand-binding domain | NR3A LBD differential scanning fluorimetry, Tm shift; 0% = protein alone, 100% = glycine-bound protein | Tm shift relative to glycine control, % at 25 µM | 2.5% of 340,000 active;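 active = melting temperature shift of at least 10% of the positive control shift, at one fixed dose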
APJ ag: agonists of human APJ apelin receptor | P35414 | CHO-K1 APJ PathHunter beta-arrestin, luminescence; 0% DMSO wells, 100% apelin | activation, % at 20 µM | 0.11% of 330,000 active | AID 2520;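 active = activation more than six SD over the plate average, tested at 20 µM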;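 note: 0% = DMSO alone and 100% = apelin-13 at 10 nM; some results filed as inactive read as strong as hits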
Target sequence (P35414 whole entry, looked up): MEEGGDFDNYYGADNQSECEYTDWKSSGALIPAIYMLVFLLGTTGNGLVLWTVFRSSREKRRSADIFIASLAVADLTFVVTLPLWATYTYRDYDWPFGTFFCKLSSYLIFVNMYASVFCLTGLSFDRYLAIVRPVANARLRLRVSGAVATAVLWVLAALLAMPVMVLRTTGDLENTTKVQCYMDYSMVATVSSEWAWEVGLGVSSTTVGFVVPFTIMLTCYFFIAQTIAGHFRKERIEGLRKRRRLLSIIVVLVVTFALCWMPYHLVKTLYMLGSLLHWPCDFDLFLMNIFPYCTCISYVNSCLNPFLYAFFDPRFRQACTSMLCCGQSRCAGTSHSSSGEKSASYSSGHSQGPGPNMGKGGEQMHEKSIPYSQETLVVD
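Assay system: CHO-K1 APJ beta-arrestin complementation cell line / Compound: single test compound dose, 20 µM final, 1% DMSO / Times: overnight seeding, 90 min compound at 25 °C, 1 h detection / Technique: beta-gal luminescence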
MIN6 prolif: induces beta-cell replication in MIN6 cells | 0.29% of 330,000 active | AID 2380 | proliferation, % at 10 µM | MIN6 cells proliferation, ATPlite luminescence, 48 h; cells starved in 0.2% serum; 100% = growth in 10% serum;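 active = compounds whose signal lies at least 3.5 SD above the mean of all wells on their plate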;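 note: 0% = DMSO-treated cells in low-serum medium and 100% = 10% serum control; some compounds called inactive have numbers as strong as hits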
APJ antagonist: blocks the human apelin receptor APJ; CHO-K1 APJ beta-arrestin complementation, luminescence; inhibition, % at 20 µM; 0.32% of 330,000 active; AID 2521;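 active = inhibition above about 40% at 20 µM, limit read from the data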;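 note: cells challenged with 10 nM apelin-13 agonist together with compound; plate controls were apelin-13 plus DMSO wells for no effect and DMSO wells lacking apelin-13 for full effect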
tim23-1 inh: tim23-1 yeast growth inhibition; 1.3% of 330,000 active; inhibition, % at 20 µM; S. cerevisiae tim23-1 growth, BacTiter-Glo luminescence, 24 h;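 active = growth inhibition of the mutant yeast at or above 50%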;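 note: temperature-sensitive mutant grown at 25 °C; plate controls were DMSO-treated mutant yeast for no effect and medium wells lacking yeast for full effect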
NALP3 yeast inh: NALP3 inhibition in yeast | Yeast reconstituted NLRP3/ASC/caspase-1, beta-gal luminescence, 24 h | inhibition, % at 10 µM | 0.39% of 330,000 active;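 active = inhibition of 50% or more; inactive = inhibition below 50%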;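 note: plate controls were induced DMSO wells for no effect and uninduced yeast grown without galactose for full effect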
* marks the source's active call; other numbers are inactive results; . = no result given.

SMILES | MPTP inh | TIM10 inh | tim10-1 inh | NR3A LBD binder | APJ ag | MIN6 prolif | APJ antagonist | tim23-1 inh | NALP3 yeast inh
N=c1n(CC(=O)c2cccc([N+](=O)[O-])c2)c2ccccc2n1Cc1ccccc1 | 1.9 | 9.1 | 18.3 | -6.9 | 1.2 | -6.7 | -21.0 | -6.6 | 10.8
COc1ccccc1N1CCN(/N=C/c2cc(Br)ccc2F)CC1 | 0.3 | -5.3 | 12.7 | 0.6 | -3.2 | -3.6 | 23.2 | 23.7 | 25.3
CCC(C)(C)NC(=O)Cc1ccc(Cl)cc1 | -0.9 | -0.7 | -14.7 | -1.4 | -4.0 | -2.4 | 3.9 | -31.0 | -3.5
C=CCn1c(SCC(=O)NCc2ccccc2)nnc1-c1cc(Br)ccc1O | 6.0 | 16.3 | 20.2 | -0.3 | -3.4 | -3.4 | 22.7 | 19.3 | -12.3
O=C(Nc1ncc(Cc2cccc(Cl)c2)s1)C1=NCCN1 | 0.3 | -8.1 | -1.1 | 0.7 | 0.7 | -1.9 | 10.0 | -97.2 | 18.9
Cc1cc(C)c(C)c(S(=O)(=O)N2CCC(C(=O)Nc3ccccc3N3CCOCC3)CC2)c1C | 0.5 | 2.1 | 18.8 | -2.8 | -2.9 | -4.2 | -0.4 | 21.2 | 4.3
COc1ccc(OC)c(NC(=O)CSc2nnc(CNC(=O)c3ccco3)o2)c1 | 2.5 | 7.0 | 1.5 | -1.4 | 1.2 | 0.0 | 4.7 | 11.2 | 17.3
CCCS(=O)(=O)C(=C(Nc1ccccc1)Nc1ccccc1)S(=O)(=O)CCC | -0.8 | 29.4 | 24.3 | -1.1 | -5.5 | -1.1 | -24.1 | 20.6 | 12.5
CN(C)S(=O)(=O)c1cccc(C(=O)c2nccn2C)c1 | -0.4 | 13.1 | 15.4 | 3.5 | -1.0 | -0.8 | 0.2 | 0.0 | -6.9
CC1CC(C)CN(C(=O)COC(=O)CCCN2C(=O)c3cccc4cccc(c34)C2=O)C1 (centres undefined) | 0.1 | 18.7 | 34.8 | 0.7 | -2.4 | -4.5 | 4.5 | 29.5 | 5.9
COc1ccc(C2=NCCn3nc4cc([N+](=O)[O-])ccc4c32)cc1 | 0.8 | 3.4 | 8.9 | -0.3 | 3.3 | 0.9 | -12.9 | 13.5 | 16.2
COc1cc2c(cc1OC)CN(CC(=O)Nc1ccc(C)c(C)c1)CC2 | 0.5 | -19.3 | 17.9 | 1.2 | -4.0 | -1.3 | 8.3 | 2.8 | 15.5
CCOc1ccc(C(=O)NC(=S)Nc2ccccc2N2CCOCC2)cc1Br | 1.9 | 11.8 | 35.9 | -4.7 | -4.3 | 0.0 | 13.2 | 26.2 | 23.0
CSc1ccccc1NS(=O)(=O)c1cccc2nonc12 | 1.5 | 16.3 | 32.4 | 1.5 | -6.8 | -3.8 | 26.5 | 23.3 | 5.3
COc1ccc(Nc2nc(Nc3ccc(OC)cc3)nc(-n3[nH]c(=O)c(C)c3C)n2)cc1 | 0.0 | 8.3 | 25.9 | -2.8 | -6.4 | -4.5 | 58.2* | 16.8 | 7.9
COc1ccc(F)cc1S(=O)(=O)N1CCC(C(N)=O)CC1 | -2.1 | 4.8 | 5.6 | 1.8 | 1.2 | -0.1 | -1.0 | 2.9 | 2.8
CC(C)(C)c1ccc(C(=O)NCC(=O)OCC(=O)Nc2nc(-c3ccc(F)cc3)cs2)cc1 | 3.9 | 7.8 | 5.6 | 10.2* | 0.7 | -2.2 | 5.6 | -2.7 | -2.9
Cc1cccc(C(=O)Nc2ccc(Oc3cnccn3)cc2)c1 | 0.7 | 11.2 | 9.3 | 1.8 | -0.1 | -2.0 | -21.2 | 15.2 | 16.3
Cc1ccc2nc(NC(=O)c3ccc4c(c3)OCO4)sc2c1 | 1.1 | -11.5 | -14.9 | 3.2 | -1.7 | -3.4 | -14.8 | -7.9 | -0.4
CC(=O)c1c(C)[nH]c(C(=O)OCCOc2ccccc2)c1C | 12.6 | 0.3 | 19.8 | 0.9 | 1.5 | -3.0 | -4.3 | 12.5 | 15.1
O=C(NC1CC(=O)N(c2ccc(F)cc2)C1)N1CCN(C(=O)c2ccco2)CC1 (centres undefined) | -0.1 | -9.0 | -16.5 | 0.4 | -5.0 | 1.0 | -49.9 | -16.2 | 3.7
Clc1ncnc2scc(C3COc4ccccc4O3)c12 (centres undefined) | 4.9 | 29.9 | 52.7* | -4.2 | 2.8 | -6.0 | 4.2 | 51.5* | 15.9
O=C1NC[C@@H](Cc2cccc3ccccc23)N(CC2CCCCC2)C1=O | 1.0 | 4.5 | 8.7 | 3.9 | -2.9 | -0.4 | 11.2 | 15.1 | 2.2
CCCc1cc(C(=O)N2CCN(c3ccccc3C)CC2)cs1 | 0.9 | 40.0* | 32.2 | -2.9 | -6.9 | -4.1 | -8.3 | 34.3 | -49.0
CCOC(=O)Cc1csc(SCC(=O)c2c(N)n(CC(C)C)c(=O)n(C)c2=O)n1 | 78.4* | 6.7 | 20.4 | 0.1 | 2.8 | -5.6 | -3.3 | 13.0 | 1.8
CC(=O)Oc1ccc(C(=O)Nc2ccccc2C(=O)N2CCCC2)cc1 | -1.3 | 2.7 | 9.8 | 1.5 | -4.4 | 0.0 | -23.8 | 8.6 | 8.9
O=C(NC(=S)Nc1cccc(NC(=O)c2ccc(Cl)cc2Cl)c1)c1cccs1 | 3.8 | -2.8 | 6.2 | 7.7 | -1.9 | -5.2 | 23.3 | -17.3 | 15.3
CC(=O)Nc1ccc(NC(=O)CSc2nnnn2C2CCCCC2)cc1 | 0.5 | 8.3 | 16.5 | 0.4 | 6.4 | -1.4 | -28.4 | 16.5 | 20.2
Cc1cc(C)c(-c2cc(C(F)(F)F)no2)c(=O)[nH]1 | -0.2 | 2.6 | 8.9 | 1.1 | -3.5 | -1.6 | 11.8 | 13.3 | -2.2
O=C(CN1C(=O)c2ccccc2S1(=O)=O)N1CCc2ccccc2C1 | -0.2 | 4.6 | 10.5 | 2.3 | 5.2 | -1.1 | 4.3 | 16.4 | 22.1
Cc1nnc(SCC(=O)Nc2nnc(-c3ccccc3)o2)s1 | -1.6 | 10.2 | -2.9 | -1.3 | 3.5 | 0.8 | -10.0 | 13.2 | 9.9
CCOc1ccc(-c2nc(C#N)c(N3CCN(CC)CC3)o2)cc1 | 3.4 | 6.9 | 2.2 | -2.0 | 1.2 | -1.7 | -19.7 | 24.5 | 22.7
CCCC1CCC(=NNC(=O)CNc2ccc(OC)cc2)CC1 (centres undefined) | -20.6 | 4.0 | 7.0 | -2.1 | 0.4 | -1.8 | 2.7 | -1.0 | -0.8
O=C(CCc1ccccc1)Nc1cccc(S(=O)(=O)N2CCOCC2)c1 | -2.1 | 11.9 | 7.2 | -1.1 | -0.1 | -2.7 | 9.3 | 19.1 | -3.5
C[N+](C)(CC#N)C/C=C\c1ccccc1 | -1.0 | -17.7 | -12.4 | -1.4 | -2.5 | 2.4 | 0.3 | -1.2 | 12.7
O=C1C(Cl)=C(NCC2CCCO2)C(=O)N1c1cccc(Cl)c1Cl (centres undefined) | 0.7 | -11.2 | -0.6 | 3.1 | -8.8 | -1.6 | 16.6 | 22.5 | 29.9

An excerpt from above in order of the MPTP inh value, highest first.
Compound	MPTP inh
Cc1ccc2nc(NC(=O)c3ccc4c(c3)OCO4)sc2c1	1.1
Cc1cccc(C(=O)Nc2ccc(Oc3cnccn3)cc2)c1	0.7
CC1CC(C)CN(C(=O)COC(=O)CCCN2C(=O)c3cccc4cccc(c34)C2=O)C1 (centres undefined)	0.1
CC(=O)Oc1ccc(C(=O)Nc2ccccc2C(=O)N2CCCC2)cc1	-1.3

The list continues.
SMILES | MPTP inh | TIM10 inh | tim10-1 inh | NR3A LBD binder | APJ ag | MIN6 prolif | APJ antagonist | tim23-1 inh | NALP3 yeast inh
CC1(c2ccccc2)CC(c2ccccc2)=Nc2nonc2N1 (centres undefined) | 0.5 | -25.0 | 13.4 | -1.5 | -1.1 | 3.4 | 13.9 | 33.8 | 4.3
O=C(NC(=S)N1CCN(c2ccccc2)CC1)c1ccccc1 | 1.1 | 31.5 | 30.9 | . | 8.1 | -3.4 | -8.3 | 48.4 | 8.6
Cc1ccc(NC(=O)c2ccc(CSc3nccc(C)n3)cc2)cc1 | 0.6 | 0.1 | 2.0 | -4.0 | -2.8 | -4.0 | -2.6 | 1.8 | 12.0
Cc1ccc(S(=O)(=O)NCC2CCC(C(=O)NC3CCCCC3)CC2)cc1 (centres undefined) | -0.9 | 4.3 | 23.2 | -1.4 | -2.1 | -3.8 | 1.2 | 14.0 | 11.6
CCOc1ccc(N2CC(C(=O)NNC(=O)c3ccc(F)cc3)CC2=O)cc1 (centres undefined) | -1.6 | -0.6 | -7.2 | -0.2 | -2.5 | 2.3 | 2.6 | -22.3 | -14.4
CN(Cc1ccccc1)C(=O)COC(=O)CCC(=O)c1ccc(F)cc1 | 2.0 | -7.2 | 6.5 | 1.6 | -2.4 | -4.7 | 0.5 | 9.3 | 13.5
CCOC(=O)C(NC(=O)N1CCCCC1)(c1ccccc1)C(F)(F)F (centres undefined) | 0.2 | 13.4 | 13.1 | 1.2 | -3.0 | -1.9 | 4.4 | 2.5 | 9.8
O=C1c2cccc(OCC(=O)N3N=C(c4cccs4)CC3c3ccc(F)cc3)c2CCN1Cc1ccccc1 (centres undefined) | 1.1 | 21.5 | 19.6 | -0.2 | 1.7 | 0.0 | 12.9 | 11.0 | 32.5
Cc1cc(C)nc(-n2nc(C)c3c(=O)[nH]c(C(F)(F)F)nc32)n1 | -7.5 | -6.7 | 7.6 | -3.1 | -2.2 | -1.2 | -6.2 | 4.4 | -5.8
CCNC(=O)CN(c1ccc(Oc2ccccc2)cc1)S(=O)(=O)c1ccccc1 | 0.2 | 20.7 | -3.0 | -1.1 | 4.5 | 2.2 | -1.8 | 5.7 | 34.0
COc1ccc(-c2nnn(CC(=O)N(C3CCCCC3)C(C)C(=O)NC3CCCC3)n2)cc1OC (centres undefined) | 1.9 | 23.3 | 22.3 | 1.2 | -4.1 | 1.4 | 2.1 | 18.1 | -7.8
CC(=O)Oc1ccc(C(=O)Nc2cccc(NC(=O)c3ccco3)c2)cc1 | -0.2 | 11.1 | -23.3 | -2.3 | -0.8 | 0.0 | 15.8 | -5.9 | 2.0

2 consecutive compounds already listed, for reference:
SMILES | MPTP inh | TIM10 inh | tim10-1 inh | NR3A LBD binder | APJ ag | MIN6 prolif | APJ antagonist | tim23-1 inh | NALP3 yeast inh
COc1ccc(-c2nnn(CC(=O)N(C3CCCCC3)C(C)C(=O)NC3CCCC3)n2)cc1OC (centres undefined) | 1.9 | 23.3 | 22.3 | 1.2 | -4.1 | 1.4 | 2.1 | 18.1 | -7.8
CC(=O)Oc1ccc(C(=O)Nc2cccc(NC(=O)c3ccco3)c2)cc1 | -0.2 | 11.1 | -23.3 | -2.3 | -0.8 | 0.0 | 15.8 | -5.9 | 2.0

Continued:
SMILES | MPTP inh | TIM10 inh | tim10-1 inh | NR3A LBD binder | APJ ag | MIN6 prolif | APJ antagonist | tim23-1 inh | NALP3 yeast inh
Cc1ccc(S(=O)(=O)Nc2nc3n(n2)C(c2ccc(Cl)cc2)CC(=O)N3)cc1 (centres undefined) | -4.8 | 6.4 | 7.2 | 0.0 | -1.3 | -0.8 | 6.9 | 12.3 | 13.6
CCn1c(CSc2nc3ccccc3n2C)nc2ccccc21 | -0.7 | 16.8 | 29.0 | -0.6 | -3.5 | -0.1 | -9.8 | 33.5 | 16.6
COCc1cc(CNC(=O)C2CCC(=O)N(Cc3ccccc3OC)C2)[nH]n1 (centres undefined) | -0.7 | 3.6 | -19.7 | 5.2 | -4.2 | -0.3 | -46.2 | -10.9 | 11.0
CCN(CC(=O)NCc1ccc(F)cc1)CC(=O)Nc1ccc(Br)cc1F | -0.2 | -5.1 | 5.4 | 0.1 | -1.7 | 0.5 | -4.7 | 5.9 | 19.7

The order is random. Share with any hit: about 7.2%.
